Screening data: PubChem, National Center for Advancing Translational Sciences (NCATS)
FLuc modulator = inhibits or activates purified firefly luciferase, miR-21 counter-screen. 360,000 compounds, 6.9% hits. Potency, µM (titrated, usually from 57.5 µM), for the others: at the top dose activity change, negative = inhibition, actives largely listed as inhibitors. purified FLuc, Km substrates, luminescence inhibition. AID 588342. P08659; active means well fitted inhibition curve with a large enough effect; inconclusive means small, poorly fitted or top-dose-only effect;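 further: plate controls were vehicle for no effect and reference inhibitor for full effect; nearly all actives have a fitted effect of over 55% in size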
Target sequence (P08659 whole entry, looked up): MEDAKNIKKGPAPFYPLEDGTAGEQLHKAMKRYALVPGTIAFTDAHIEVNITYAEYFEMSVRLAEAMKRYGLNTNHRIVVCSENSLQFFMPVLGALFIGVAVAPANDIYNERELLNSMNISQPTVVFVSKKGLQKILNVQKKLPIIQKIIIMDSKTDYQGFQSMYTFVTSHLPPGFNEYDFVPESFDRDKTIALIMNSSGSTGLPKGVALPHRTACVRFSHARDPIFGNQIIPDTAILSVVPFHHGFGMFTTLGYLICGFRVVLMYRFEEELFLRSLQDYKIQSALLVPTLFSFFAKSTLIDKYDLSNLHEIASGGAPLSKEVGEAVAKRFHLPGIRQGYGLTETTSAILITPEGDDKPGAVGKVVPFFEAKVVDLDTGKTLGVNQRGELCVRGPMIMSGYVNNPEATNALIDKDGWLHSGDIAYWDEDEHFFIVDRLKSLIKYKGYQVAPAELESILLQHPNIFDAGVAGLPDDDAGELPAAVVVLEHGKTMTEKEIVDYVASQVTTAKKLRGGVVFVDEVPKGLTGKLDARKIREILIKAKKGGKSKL
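Biochemical qHTS of compounds, final roughly 60 µM downward over six points, against 10 nM purified firefly luciferase using Km concentrations of substrates (10 uM D-luciferin, 10 uM ATP) in Tris acetate pH 7.5 buffer; luminescence output.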
Active calls of the source: *; ? = inconclusive. Potency means the concentration at half of the fitted maximal effect. Only part of the results is shown; rates above refer to the full screens.

mol	FLuc modulator
CCN(c1ccccc1C)S(=O)(=O)c1nnc(NC(=O)c2ccc(OC)c(OC)c2)s1	1%
CCOc1ccc(N(CC)S(=O)(=O)N2CCCC(C(=O)NCc3ccc(Cl)cc3)C2)cc1 (configuration not stated)	-16%
Cc1cc(C)c2oc(C(=O)Nc3sc4c(c3C(=O)NCc3ccco3)CCC4)cc(=O)c2c1	-2%
CCOC(=O)C1CCC(CN(Cc2c(Cl)cccc2Cl)S(=O)(=O)c2ccc(Cl)cc2)CC1 (configuration not stated)	0%
CC(Oc1ccccc1)C(=O)Nc1ccccc1C(=O)OCc1cc(=O)n2nc(C(C)C)sc2n1 (configuration not stated)	?
Cc1cc(C(F)F)n2nc(C(=O)Nc3ccc(C(C)C)cc3)nc2n1	?
COc1ccccc1C(=O)Nc1nnc(SCc2cc(=O)c3ccccc3[nH]2)s1	-3%
Cc1oc(-c2ccccc2)nc1CNC(=O)NC1CCCCC1	-3%
COc1ccc(CNC(=O)c2cnc(N3CCCC3)nc2C)cc1	-6%
Cc1cccc(NC(=O)C2CCCN(S(=O)(=O)c3ccc4c(c3)oc(=O)n4C)C2)c1C (configuration not stated)	1%
COc1ccc(S(=O)(=O)N2CCC(N3CCN(Cc4ccc(F)cc4)C(=O)C3=O)CC2)cc1	-1%
CCN(CC)S(=O)(=O)c1ccc2c(c1)N(CC(=O)NCCc1ccccc1)C(=O)CO2	-6%
Cc1cccc(C(=O)N2CCc3cc(CNC(=O)c4ccnn4C)ccc32)c1	1%
CCOC(=O)C1CCN(C(=O)c2ccc3c(c2)sc2nc(-c4ccc(C)cc4)cn23)CC1	-6%
COc1ccccc1/C=C(\C#N)C(=O)NCC1CCCO1 (configuration not stated)	-17%
CN(CC(=O)Nc1ccc(Cl)cc1F)S(=O)(=O)c1ccc2c(c1)n(C)c(=O)c(=O)n2C	-3%
Cc1ccc(-c2cc3ncc4c(n3n2)-c2cc(F)ccc2OC4)cc1	-8%
N#Cc1nc(/C=C/c2ccc(F)cc2)oc1N1CCCCCC1	-10%
CCOC(=O)C1CCCN(C(=O)c2nn(-c3ccc(C)cc3)c(=O)n(C)c2=O)C1 (configuration not stated)	-2%
O=S(=O)(Nc1nc2n(n1)C(c1ccc(F)cc1)C=C(c1ccc(Cl)cc1)N2)c1ccccc1 (configuration not stated)	?

14 successive records from above, quoted:
mol	FLuc modulator
CCN(c1ccccc1C)S(=O)(=O)c1nnc(NC(=O)c2ccc(OC)c(OC)c2)s1	1%
CCOc1ccc(N(CC)S(=O)(=O)N2CCCC(C(=O)NCc3ccc(Cl)cc3)C2)cc1 (configuration not stated)	-16%
Cc1cc(C)c2oc(C(=O)Nc3sc4c(c3C(=O)NCc3ccco3)CCC4)cc(=O)c2c1	-2%
CCOC(=O)C1CCC(CN(Cc2c(Cl)cccc2Cl)S(=O)(=O)c2ccc(Cl)cc2)CC1 (configuration not stated)	0%
CC(Oc1ccccc1)C(=O)Nc1ccccc1C(=O)OCc1cc(=O)n2nc(C(C)C)sc2n1 (configuration not stated)	?
Cc1cc(C(F)F)n2nc(C(=O)Nc3ccc(C(C)C)cc3)nc2n1	?
COc1ccccc1C(=O)Nc1nnc(SCc2cc(=O)c3ccccc3[nH]2)s1	-3%
Cc1oc(-c2ccccc2)nc1CNC(=O)NC1CCCCC1	-3%
COc1ccc(CNC(=O)c2cnc(N3CCCC3)nc2C)cc1	-6%
Cc1cccc(NC(=O)C2CCCN(S(=O)(=O)c3ccc4c(c3)oc(=O)n4C)C2)c1C (configuration not stated)	1%
COc1ccc(S(=O)(=O)N2CCC(N3CCN(Cc4ccc(F)cc4)C(=O)C3=O)CC2)cc1	-1%
CCN(CC)S(=O)(=O)c1ccc2c(c1)N(CC(=O)NCCc1ccccc1)C(=O)CO2	-6%
Cc1cccc(C(=O)N2CCc3cc(CNC(=O)c4ccnn4C)ccc32)c1	1%
CCOC(=O)C1CCN(C(=O)c2ccc3c(c2)sc2nc(-c4ccc(C)cc4)cn23)CC1	-6%

Later entries
mol	FLuc modulator
Cc1cccc(CCNC(=O)c2nc(-c3ccc(Cl)cc3)n3c2CCCCC3)c1	-16%
CCC(C(=O)NCCc1ccc(SC)cc1)n1nc(C)c2sc3ccccc3c2c1=O (configuration not stated)	?
Cc1c(NC(=O)Nc2ccc(Br)cc2F)sc2nc3n(c(=O)c12)CCC(C)CC3 (configuration not stated)	7%
Cc1cccc2c1-c1sc(C(=O)NCCCN3CCN(c4cccc(Cl)c4)CC3)cc1CO2	-5%
COc1ccc(N2CC(NC(=O)COc3ccc(F)cc3)CC2=O)cc1OC (configuration not stated)	2%
CC(=O)N1CCc2cc(CNC(=O)Nc3ccccc3C(F)(F)F)ccc21	-4%
CCCOc1ccc(-c2nonc2NC(=O)c2cc(OC)c(OC)c(OC)c2)cc1OCCC	-1%
CCCCC(=O)OCc1cc(=O)n2nc(C3CCCCC3)sc2n1	-16%
O=C(CCC1N=C2c3ccccc3N=C(SCc3ccc(F)cc3)N2C1=O)NCc1ccc(F)cc1 (configuration not stated)	1%
CCN(CC)C(=O)Cn1cc(SCC(=O)Nc2cccc(C)c2)c2ccccc21	-4%
CCCN(CCC)CCCNC(=O)Cn1ncc2c3ccccc3n(Cc3ccccc3)c2c1=O	1%
CC(=O)c1ccc(NC(=O)Cn2nc(N3CCN(c4ccccc4)CC3)ccc2=O)cc1	-10%
Cc1ccc2cc3cc(C(=O)N4CCN(c5ccccc5)CC4)oc3nc2c1	-5%
CCOc1ccccc1NC(=O)CSc1nnc(N)s1	-8%
CNc1oc(/C=C/c2cc(OC)c(OC)c(OC)c2)nc1C#N	-1%
Cc1cccc(NC(=O)N2CCC(CN3CCC(C)CC3)CC2)c1C	3%
CCC1=Nc2cc(C(=O)NCCc3ccc(OC)c(OC)c3)ccc2Sc2ccccc21	-3%
COc1cccc(C(=O)Oc2c(Sc3ccc(C)cc3)c(C)nn2C(C)(C)C)c1OC	0%
CCOC(=O)c1c(NC(=O)COc2cc(C)ccc2C(C)C)sc(C)c1C	?
COCCn1c(SCC(=O)Nc2cc(Cl)ccc2OC)nc2c([nH]c3ccccc32)c1=O	1%
O=C(Nc1ccccc1F)C(c1ccccc1)N1Cc2ccccc2C1=O (configuration not stated)	5%
CCOCCc1nn2c(=O)cc(COC(=O)c3cccs3)nc2s1	1%
Cc1oc2ncnc(N3CCCCC3)c2c1C(=O)NCC1CCN(Cc2cccc(F)c2)CC1	-1%
COc1ccc(-c2noc(CCCC(=O)Nc3cccc(Cl)c3C)n2)cc1	5%
COc1cccc(C2CC(=O)Nc3cc4c(cc32)OCO4)c1OC(C)C (configuration not stated)	-1%
CCCCNC(=O)c1cccc(-n2c(C)nc3cccnc32)c1	-1%
CCCNC(=O)CN1C(=O)COc2ccc(S(=O)(=O)N3CCC(C)CC3)cc21	1%
Cc1cccc(N2CCN(C(=O)c3cnn(-c4ccccc4Cl)c3C3CCN(C(=O)OC(C)(C)C)CC3)CC2C)c1 (configuration not stated)	4%
CCOc1ccccc1NC(=O)Cn1c(=O)n(Cc2ccccc2)c(=O)c2c3c(sc21)CN(C(C)=O)CC3	-7%
Cc1ccc(C(=O)CSc2nnc3ccc4ccccc4n23)cc1	?
CCCOc1ccc(-c2cccc(NS(=O)(=O)c3cc(OC)ccc3OC)c2)nn1	?
Cc1cccc(-c2nc(SCC(=O)NCC3CCCO3)c3c(=O)n(C)c(=O)n(C)c3n2)c1 (configuration not stated)	0%
NC(=O)CSc1nc2c(oc3ccccc32)c(=O)n1Cc1ccccc1	1%
CCOc1ccccc1C(=O)NC1(C(F)(F)F)C(=O)Nc2c1c(=O)[nH]c(=O)n2-c1ccccc1 (configuration not stated)	?
CCOC(=O)c1cc(-c2ccccc2)n(CCC(=O)NCCc2ccc(C)cc2)c1C	-10%
O=C(COc1ccccc1Cl)Nc1nc(-c2ccc(F)cc2)ns1	?
COc1cc(Nc2nc(SCC(=O)c3ccc(Br)cc3)nc3ccccc23)cc(OC)c1	-2%
COc1cccc(CNC(=O)Cc2c(C)c3ccc(OC)c(C)c3oc2=O)c1	4%
CCOc1ccc(C(=O)N2CCC(c3noc(-c4ccc(S(=O)(=O)N5CCCC5)cc4)n3)CC2)cc1	1%
O=C(Nc1ccc(OCc2cc(=O)n3c4c(sc3n2)CCCC4)cc1)c1cccc(F)c1	-1%

Two entries from above, as labelled records.
Cc1ccc2cc3cc(C(=O)N4CCN(c5ccccc5)CC4)oc3nc2c1
  FLuc modulator = -5%
Cc1cccc(-c2nc(SCC(=O)NCC3CCCO3)c3c(=O)n(C)c(=O)n(C)c3n2)c1 (configuration not stated)
  FLuc modulator = 0%

Continued:
mol	FLuc modulator
O=C(CCC(=O)N1CC2CCCN2c2ccccc21)NCc1ccccc1Cl (configuration not stated)	-11%
CCOc1ccc(-n2c(SCC(=O)N3CCCc4ccccc43)nc3c([nH]c4ccccc43)c2=O)cc1	3%
COc1cccc(NC(=O)N(CCC(C)C)C2CCN(C(C)C)CC2)c1	-1%
NC(=O)C1CCN(c2nc(-c3ccccc3)cs2)CC1	?
CC(C)COc1ccc(C(=O)N2CCN(CCc3ccncc3)CC2)cc1	-5%
Cc1c(Cl)cccc1NC(=O)Nc1nnc(N(C)Cc2ccccc2)s1	-14%
COc1cc(OC)cc(-c2nnc(SCC(=O)N3CCC(C)CC3)o2)c1	2%
CC1CCCCN1C(=O)c1ccc2c(c1)N(Cc1ccc(F)cc1)C(=O)c1ccccc1S2(=O)=O (configuration not stated)	-2%
Cc1ccc(C)c(NC(=O)CN(CCc2ccccc2)S(=O)(=O)c2ccccc2)c1	-1%
Cc1cccc(N2CCN(C(=O)Cn3nc(Cc4cccnc4)c4ccccc4c3=O)CC2)c1C	-2%
Cc1cccc(S(=O)(=O)c2cn(Cc3ccccc3)c3cc(N4CCOCC4)c(F)cc3c2=O)c1	-7%
COc1ccc(C2CC(=O)c3cc(-c4nc(-c5cccc([N+](=O)[O-])c5)cs4)c(=O)n(-c4cc(C)cc(C)c4)c3C2)cc1 (configuration not stated)	0%
CC1CCCN(Cc2c(O)ccc3c(=O)c(Oc4ccccc4Cl)c(C(F)(F)F)oc23)C1 (configuration not stated)	9%
Cc1coc2cc3oc(=O)c(CC(=O)NCc4ccccc4)c(C)c3cc12	1%
COc1ccc(-c2cc(C(C)=O)c(C)n2CCC(=O)Nc2ccc(C)c(Cl)c2)cc1	-10%
Cc1ccc(C)c(N2CCN(C(=O)C3CCCN(S(=O)(=O)c4ccc5c(c4)oc(=O)n5C)C3)CC2)c1 (configuration not stated)	-1%
CC1CCCCN1C(=O)CSc1nnc(-c2ccccc2Cl)o1 (configuration not stated)	-16%
CC(C)NC(=O)CSc1nc2ccccc2nc1N1CCCCC1	-18%
O=C(Cn1c(=O)nc(-c2ccccc2)c2cc(Cl)ccc21)Nc1ccc(F)c(Cl)c1	-7%
COc1ccccc1Nc1ncc2c(n1)CCN(CC(C)C)C2	21µM*
NS(=O)(=O)c1ccc(CCNC(=O)CCn2c(=O)c3cccn3c3cccnc32)cc1	-1%
CCCCN1C(=O)C(NC(=O)c2ccc(C(C)(C)C)cc2)(C(F)(F)F)C(C(=O)OC)=C1C (configuration not stated)	-10%
COc1ccc(Br)cc1CNC(=O)c1ccc2c(c1)nc1n2CCC(C)C1 (configuration not stated)	-4%
CC(CNC(=O)C1CCN(Cc2cc3ccccc3n2Cc2ccccc2)CC1)c1ccccc1 (configuration not stated)	2%
COc1ccc(-c2oc3ncn4nc(-c5ccc(Cl)cc5)nc4c3c2-c2ccc(OC)cc2)cc1	1%
CCN(CC)c1nc2c(-c3cccc(Br)c3)nnn2c2ccccc12	?
COc1ccccc1CNC(=O)c1ccc2c(c1)nc(C)n2-c1ccccc1OC	6%
COc1cc(NC(=O)c2cc3ccc4cccnc4c3[nH]2)cc(OC)c1OC	?
Cc1cc(C)c(NC(=O)C(=O)NCC(c2cccnc2)N2CCN(c3ccccc3F)CC2)c(C)c1 (configuration not stated)	?
COc1ccc(OC)c(CNC(=O)c2ccc3nc(C(C)C)oc3c2)c1	-7%
O=C(CCS(=O)(=O)c1nc(-c2cccs2)cc(C(F)(F)F)n1)Nc1ccc(F)c(Cl)c1	-8%
CCc1ccc(NC(=O)c2cc3nc(-c4ccc(C)cc4)cc(C(F)(F)F)n3n2)cc1	1%
O=C(c1cc2c(Cl)nc3ccccc3c2s1)N1CCCCC1	?
COc1ccc(N2CCN(C(=O)c3noc4c3CCCCC4)CC2)cc1	-17%
O=C(CCC1N=C2c3ccccc3N=C(SCc3ccccc3Cl)N2C1=O)NCc1cccs1 (configuration not stated)	3%
CCc1cccc(C)c1NC(=O)CCn1c(=O)c2cccn2c2ccccc21	?
Cc1c(C2=CCN(S(=O)(=O)c3cccc(Cl)c3)CC2)c2ccccc2n1CC(=O)N1CCCC1	-2%
CN1CC(=O)N(CC(=O)Nc2ccc(Cl)c(C(F)(F)F)c2)c2ccccc2C1=O	-1%
COc1ccc(S(=O)(=O)c2cnc3ccc(Cl)cc3c2N2CCCCC2C)cc1 (configuration not stated)	4%
Cc1ccc(C2NC(=O)c3n[nH]c(-c4cccs4)c32)cc1 (configuration not stated)	-10%
COc1ccc(CNC(=O)c2c(O)nc3cc(C)ccn3c2=O)cc1	-3%
CC1=C(C(=O)Nc2ccc(F)cc2)C(c2ccc(N(C)C)cc2)NC(=O)N1 (configuration not stated)	-1%
CN(C)CCCNc1cc(N2CCN(C3CCCCC3)CC2)c2noc3c2c1C(=O)c1ccccc1-3	-3%
COc1ccc(NC(=O)Cn2c(=O)n(-c3ccccc3)c(=O)c3c4c(sc32)CCCC4)cc1	1%
O=[N+]([O-])c1cc(-c2nc(-c3ccccc3)no2)ccc1NCc1ccco1	-9%
